All columns: NCI-60 one-dose screen, growth in % after 48 h at 10 µM unless noted; 100 = growth as untreated, 0 = no growth, -100 = all killed.
UO-31: UO-31 renal cancer; actives 5.2% (n = 81,000); AID 1794768
ACHN: ACHN renal cancer. actives 4.9% (n = 81,000). AID 1794771
TK-10: TK-10 renal cancer cells; actives 3.9% (n = 81,000)
CAKI-1: CAKI-1 renal cancer; actives 4.7% (n = 75,000)
786-0: 786-0 renal cancer cells. AID 1794775. actives 5.1% (n = 81,000)
A498: A498 renal cancer cells; actives 5.4% (n = 76,000); AID 1794774
RXF 393: RXF 393 renal cancer cells | actives 6.9% (n = 77,000) | AID 1794773
DU-145: DU-145 prostate cancer; actives 4.2% (n = 81,000)
SN12C: SN12C renal cancer cells; AID 1794767; actives 3.8% (n = 81,000)
Starred values were filed as active, the others as inactive; / = no result given; & = joins results of further samples. How the source made its calls: active means growth percent below 10; inactive means the rest. This is a random part of the collection. About 11% of those tested had a hit in this group.

SMILES	UO-31	ACHN	TK-10	CAKI-1	786-0	A498	RXF 393	DU-145	SN12C
COC(=O)C(C(=O)OC)C(C)(Br)C(=O)OC (stereo not given)	90	103	91	90	97	95	111	106	101
CCCCOC(=O)CC(NS(=O)(=O)c1ccc(C)cc1)C(=O)OCCCC (stereo not given)	97	102	105	95	94	86	105	110	110
CN(C)C(=S)SCc1ccc(Cl)cc1Cl	81	102	76	86	86	69	109	102	100
CN(C)c1ccc(N=Nc2ccc(N(C)C)cc2)cc1	76	105	107	98	110	100	111	105	100
CC(C)(CO)c1ccccc1	/	98	102	113	/	113	109	115	94
CCCC(=O)OCc1ccco1	91	106	92	/	91	113	107	107	106
CSc1ccc2c3c(n(C[C@H](O)CO)c(=O)c2c1)-c1ccccc1C3=O	20	-41*	71	28	27	52	80	22	23
O=[N+]([O-])/C=C/c1cccs1	76	96	101	100	104	115	121	111	99
COc1ccc2nc(Nc3cccc(NC(=O)c4ccc(CN5CCN(C)CC5)c(C(F)(F)F)c4)c3)ccc2c1	-48*	-95*	-44*	-34*	-55*	-42*	-76*	-33*	-93*
CC(CC(CCC(CC(C)CC(C)(C)C)N(C)C)N(C)C)CC(C)(C)C (stereo not given)	/	89	94	/	/	104	84	104	90
CCCn1cnc2c(SCCc3ccccc3)nc(N)nc21	97	104	/	96	100	/	100	/	93
Cc1ccc2sc3c(c2c1)OC(N)=C(C#N)C3c1cccc(F)c1 (stereo not given)	26	21	36	17	12	/	-31*	-9.4*	10
O=C(NCc1ccco1)c1ccc(-c2ccc(Br)cc2)o1	87	98	83	92	97	66	/	115	93
Clc1ccc(CNc2ncnc3[nH]ncc23)cc1Cl	50	61	89	47	86	75	51	80	90
COc1ccc(Cc2nnc(SCC(=O)Nc3ccc(Cl)cc3)n2-c2ccccc2)cc1	74	107	107	86	111	85	104	102	96
Nc1nc(C(=O)NNC(=S)Nc2ccccc2)nn1-c1ccc(S(N)(=O)=O)cc1	81	107	98	90	97	109	103	101	96
CC(=O)C1C(=O)C(=O)N(c2ccc(Cl)c(Cl)c2)C1=O (stereo not given)	95	98	107	93	102	118	110	/	97
COc1ccc(-n2nnc3c(sc4ccccc43)c2=O)cc1	1.8*	-22*	8.2*	37	21	-2.4*	45	60	62
CC1=NCC2NC(=O)NC(C)=C12 (stereo not given)	84	109	96	93	97	/	101	104	99
CNC(=O)c1cc(Oc2ccc3nc(NC(=O)c4cccc(OC(F)(F)F)c4)sc3c2)ccn1	96	75	101	74	50	/	-1.7*	75	79
CCOC(=O)CNC(=O)CN(Cc1ccccc1)C(=O)[C@@]1(C)CCC[C@]2(C)[C@H]3CC4C(C(C)C)=C[C@]3(CC[C@H]21)[C@@H]1C(=O)CCC(=O)[C@H]41	48	53	98	81	78	120	/	93	50
O=C(O)C(CS)NSc1ccccc1[N+](=O)[O-] (stereo not given)	78	103	121	115	102	104	121	100	101
CC1(C)CC(=O)C2=C(C1)N(Cc1ccc(C(=O)O)cc1)C1=C(C(=O)CC(C)(C)C1)C2c1cccc([N+](=O)[O-])c1	81	116	95	93	95	113	115	114	108
c1cc2c3c(cccc3c1)-c1cnccc1-2	107	104	91	103	104	85	118	109	123
Cc1ccc(C)c(C(=O)C(C)C)c1	85	96	124	104	109	103	112	120	106
COc1cccc(/C=C(\C#N)C(=O)O)c1	100	118	93	104	102	89	108	109	96
CCOC(=O)/C(=C/CC/C(C)=C/CC/C(C)=C/CCc1ccoc1)CC(=O)N1CCOCC1	69	99	101	90	105	101	102	108	/
N#Cc1c(-c2ccc(F)cc2)cc(-c2c[nH]c3ccccc23)nc1-c1c[nH]c2ccccc12	85	102	128	93	100	89	112	106	99
COc1ccc(C(=O)/C=C/c2cc(OC)c(O)c([N+](=O)[O-])c2)cc1	79	100	132	101	103	113	122	109	92
CC(/C=C/c1ccccc1)=Nc1ccccc1	57	76	117	82	105	102	109	110	92

6 of these compounds, reformatted:
Order of values: UO-31, ACHN, TK-10, CAKI-1, 786-0, A498, RXF 393, DU-145, SN12C
O=C(O)C(CS)NSc1ccccc1[N+](=O)[O-] (stereo not given)
  78, 103, 121, 115, 102, 104, 121, 100, 101
CC1(C)CC(=O)C2=C(C1)N(Cc1ccc(C(=O)O)cc1)C1=C(C(=O)CC(C)(C)C1)C2c1cccc([N+](=O)[O-])c1
  81, 116, 95, 93, 95, 113, 115, 114, 108
c1cc2c3c(cccc3c1)-c1cnccc1-2
  107, 104, 91, 103, 104, 85, 118, 109, 123
Cc1ccc(C)c(C(=O)C(C)C)c1
  85, 96, 124, 104, 109, 103, 112, 120, 106
COc1cccc(/C=C(\C#N)C(=O)O)c1
  100, 118, 93, 104, 102, 89, 108, 109, 96
CCOC(=O)/C(=C/CC/C(C)=C/CC/C(C)=C/CCc1ccoc1)CC(=O)N1CCOCC1
  69, 99, 101, 90, 105, 101, 102, 108, /

The list continues:
SMILES	UO-31	ACHN	TK-10	CAKI-1	786-0	A498	RXF 393	DU-145	SN12C
CC(=O)c1ccc(Nc2nccc(-c3ccc(Cl)cc3)n2)cc1	93	92	86	93	101	7.2*	103	102	100
O=C(O)CNC(=S)Nc1ccccc1	89	102	122	97	108	108	121	112	113
C=C(c1ccc(OC)cc1)C(CC)c1ccc(OC)cc1 (stereo not given)	94	104	107	118	80	105	/	99	95
CC1(C)C(O)C(C)(C)C1O (stereo not given)	81&98	101&104	107&110	99&95	104&99	93&85	137&110	118&105	107&104
Cc1cccc(C)c1NC(=S)NC(=O)c1cccc(Cl)c1	65	97	115	79	97	108	104	/	96
CCc1cccc(NC(=O)CNc2cc(S(=O)(=O)N(C)C)cc(C)c2C)c1	48	91	65	51	85	35	38	80	69
CC(=O)OC(c1ccccc1)C1CCOC1=O (stereo not given)	-82*	96	92	75	95	99	101	115	102
CC1(C)CC[C@]23CC[C@]4(C)[C@H](CC[C@@H]5[C@@]6(C)Cc7cn[nH]c7C(C)(C)[C@@H]6CC[C@]54C)[C@H]2[C@H]1OC3	84	98	117	88	108	111	130	109	92
C=CCOc1c(Cl)c(Cl)c(Cl)c(Cl)c1Cl	93	109	106	/	101	84	104	115	106
CCCCCN1C(=O)/C(=c2\sc3n(c2=O)C2C(NN=3)N(CC)C(=O)N2CC)c2cccc(C)c21 (stereo not given)	63	44	97	41	76	12	15	77	74
Cc1ccc(C)n1-c1ccsc1C(=O)NNC(=O)C(Cl)Cl	/	104	112	93	101	101	114	109	99
COc1ccc(C2c3c(c4ccccc4n(C)c3=O)Oc3ncn4nc(-c5ccco5)nc4c32)cc1 (stereo not given)	83	108	116	93	99	108	107	104	95
CC(=O)N1N=C(c2cccc(Nc3ccncc3)c2)CC1c1ccccc1 (stereo not given)	81	95	100	77	4.9*	70	/	100	82
N#C/C(=C\c1ccc(-c2cccc(C(F)(F)F)c2)o1)c1nc(-c2ccco2)cs1	63	87	49	87	102	104	107	105	89
O=C(c1ccccc1)C1OC1(CBr)c1ccccc1 (stereo not given)	86	/	98	/	113	87	124	105	98
COc1ccc(/C=C2\SC(=Nc3ccccc3)NC2=O)cc1	-98*	-71*	-92*	/	-93*	-92*	-96*	-51*	-40*
c1cncc(CNc2ccccc2-c2nnc(Nc3ccc4c(c3)OCO4)o2)c1	41	32	50	9.0*	37	-0.1*	-2.3*	1.3*	29
O=C1COCCN1c1ccc(NCc2cn(Cc3ccccc3)c3ccccc23)cc1	63	101	12	-9.7*	95	-88*	47	102	96
COc1cccc(-c2nc3sccn3c2-c2ccnc(NCCCNS(=O)(=O)c3ccc(C(F)(F)F)cc3)c2)c1	30	56	86	40	59	43	66	65	48
Cc1coc(NS(=O)(=O)c2ccc(N=Nc3c(N)n(C)c(=O)n(C)c3=O)cc2)c1C	58	99	108	98	101	100	106	118	101
Cc1cc(N2CCOCC2)nc(NCc2cc(Nc3ccnc4cc(Cl)ccc34)ccc2F)n1	-51*	-13*	-15*	3.6*	-94*	-58*	-92*	-58*	-73*
O=C(O)Cc1cccc2ccccc12	94	103	102	95	111	106	117	115	121
COc1ccccc1Nc1nc(-c2ccc(O)cc2)nc2n[nH]c(Nc3ccccc3)c12	28	48	63	41	64	55	88	58	75
COc1ccc(N=Cc2sc(=S)[nH]c2O)cc1	95	102	101	99	101	/	105	110	103
COc1ccc2c(c1)c(C(=O)c1nc(-c3cn(C)c4ccc(Cl)cc34)no1)cn2C	87	64	82	82	80	103	85	76	62
COC(=O)[C@@]1(C)CC[C@]2(C)CC[C@]3(C)C(=CC(=O)[C@@H]4[C@@]5(C)Cc6c(n(CC#CCN7CCN(C)CC7)c7ccccc67)C(C)(C)[C@@H]5CC[C@]43C)[C@@H]2C1	66	89	119	65	68	112	/	54	74
Oc1cc(CN2CCOCC2)c(O)cc1CN1CCOCC1	98	102	111	83	95	150	128	136	102
C=CC[C@]1(O)CC[C@H]2[C@@H]3CCc4cc(O)ccc4[C@H]3CC[C@@]21C	86	94	107	103	96	97	102	102	96
O=C(Cn1cc(CSc2nc3ccccc3o2)nn1)Nc1ccccc1F	84	106	119	90	103	105	109	111	111
Nc1nc(N)c2c(n1)NC(c1ccccc1)CC(c1cccc(Nc3ccncc3)c1)=N2 (stereo not given)	97	110	96	75	88	94	86	95	96
O=c1oc2ccccc2cc1-c1cc2ccccc2[nH]1	71	93	159	76	104	117	109	108	95
Cc1ccc(NCC(=O)N2CCN(c3ncnc4c3cnn4-c3ccccc3)CC2)cc1	34	61	126	60	81	89	95	83	63
Cc1cc(=O)oc2cc(OCCCOc3ccc(/C=C/C(=O)N4CCOCC4)cc3)ccc12	81	96	91	79	94	82	100	93	92
O=c1oc(-c2ccccc2)c(-c2ccccc2)c2ccccc12	83&76	99&93	115	99	96&103	98&61	118	109&103	93&96
Cc1cccc(NCS(=O)(=O)O)c1	93	107	99	/	103	111	109	112	112
Cc1ccc(NC(=O)c2sc3nc(-c4cccs4)ccc3c2N)cc1F	96	98	102	101	103	55	95	100	118
CC(C)=CCc1c2c(c3occ(-c4ccc(O)cc4)c(=O)c3c1O)C=CC(C)(C)O2	84	62	121	83	67	84	33	76	48
COc1cc(-n2cc(-c3ccc(S(C)(=O)=O)cc3)n(C(C)=O)c2=O)cc(OC)c1OC	88	106	110	/	108	94	129	114	101
CC(=NCc1ccccc1)c1ccc(O)cc1O	82	97	93	107	105	100	122	112	92
O=C(/C=C/c1ccccc1)Nc1ccccc1-c1nc2ccccc2c(=O)[nH]1	86	95	119	97	95	103	97	88	78
COc1ccc(NC(=O)Nc2ccc(OCC(=O)c3ccccc3)cc2)cc1	73	79	109	81	103	99	89	100	89
C[C@]12C[C@@H](c3ccoc3)OC(=O)[C@@H]1CC[C@]1(C)[C@@H]2CC[C@@H]2O[C@@]21C	79	100	93	105	110	107	117	111	85
COc1ccc(/C=C/C(=O)c2ccc(Nc3ccnc4cc(Cl)ccc34)cc2)cc1	90	99	141	85	73	115	13	103	98
CCOc1c(OC)cc2c(c1O)C(=O)N[C@@H]1[C@@H](O)[C@@H](O)[C@H](O)C[C@@H]21	93	103	94	91	102	99	109	109	104
Cc1cc(-c2ccccc2)n2nc(NC#N)nc2c1C#N	91	107	86	102	96	113	114	108	96
O=C1C[C@@H](c2ccccc2)Oc2c(Cc3ccccc3O)c(O)c(Cc3ccccc3O)c(O)c21	81	/	125	90	101	68	24	97	97
C=C1CC[C@@H]2[C@]3(C)COC(c4ccccc4)O[C@@H]3CC[C@@]2(C)[C@@H]1C/C=C1/C(=O)OCC1OC(C)=O (stereo not given in full)	-94*	-100*	-21*	21	-96*	129	-88*	22	-97*
NNS(=O)(=O)c1ccc(Cl)c(S(=O)(=O)NN)c1	96	111	112	106	108	107	115	103	103
O=C(CCl)NNc1nccc(Nc2ccc(S(=O)(=O)Nc3ccncc3)cc2)n1	63	38	75	30	24	81	48	32	24
C[C@]12CC[C@@H]3c4ccc(O)cc4CC[C@H]3[C@@H]1CC[C@@H]2NS(=O)(=O)c1cccc(OC(F)(F)F)c1	19	28	55	31	50	52	24	61	35
Clc1ccc(/C=C/c2cc(N3CCOCC3)c3cc(Cl)c(Cl)cc3n2)cc1	12	94	93	79	-11*	68	81	60	20
COc1ccc(C(=O)CSc2nc(Nc3cccc(S(N)(=O)=O)c3)cc(-c3ccccc3)n2)cc1	84	102	120	93	109	96	103	99	100
C[C@]12CC(=O)C[C@@H]1C[C@H]1CC[C@]3(C)CC4(C[C@H]3C[C@H]1C2)S(=O)(=O)CCS4(=O)=O	74	89	111	95	97	101	119	108	93
COc1cc(O)c(/C=N/N2C(=O)CSC2=S)c(OC)c1	70	83	103	97	119	112	81	104	93
O=C1/C(=C/c2cccc(OCCCc3ccccc3)c2)Oc2cc(OCCN3CCCCC3)ccc21	64	103	108	80	67	62	55	77	78

Some of the entries above in a different format:
| Molecule | UO-31 | ACHN | TK-10 | CAKI-1 | 786-0 | A498 | RXF 393 | DU-145 | SN12C |
| --- | --- | --- | --- | --- | --- | --- | --- | --- | --- |
| Clc1ccc(/C=C/c2cc(N3CCOCC3)c3cc(Cl)c(Cl)cc3n2)cc1 | 12 | 94 | 93 | 79 | -11* | 68 | 81 | 60 | 20 |
| O=C1C[C@@H](c2ccccc2)Oc2c(Cc3ccccc3O)c(O)c(Cc3ccccc3O)c(O)c21 | 81 | / | 125 | 90 | 101 | 68 | 24 | 97 | 97 |

Screens: PubChem BioAssay, NCI
